Screens (PubChem)
TGFb SMAD3 inh: blocks TGF-b signaling | Potency, µM (top dose mostly 46.1 µM), inactives show top-dose activity, negative = inhibition, most hits filed as inhibitors | HepG2 CAGA-GFP TGF-b/SMAD3 reporter, GFP fluorescence, 18 h; TGF-beta stimulated, 500 pg/mL final | AID 588855 | hit rate 1.2% among 410,000; also: potency is read from the fitted curve at half-maximal effect; % is scaled to controls: 0 for no effect and ±100 for the full control effect; nearly all actives have a fitted effect of over 65% in size
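Inhibition was scored as loss of TGF-beta-induced (500 pg/mL final, 18 hours, 37 degrees C) GFP in HEPG2 cells carrying a CAGA-GFP reporter, in DMEM with 1% FBS. Well GFP was summed per cell; Activity was normalised to unstimulated and stimulated DMSO wells, then concentration-response fitting.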
Nrf2 ARE act: activates Nrf2 signaling | AREc32 ARE-luciferase reporter (MCF7-derived line), luminescence, 24 h | Potency, µM (top dose mostly 46.1 µM), inactives show top-dose activation, most hits filed as activators | hit rate 0.31% among 410,000 | AID 624171; also: potency is read from the fitted curve at half-maximal effect; % of control where 0% means no effect; nearly all actives have a fitted effect of over 65% in size
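AREc32 cells carrying an ARE-driven firefly luciferase, 1000 cells/well in OPTI-MEM with 5% FBS, dosed after overnight attachment and incubated 24 hr at 37 deg C. Steady-Glo luminescence read after 30 min at RT.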
Nrf2 inh: Nrf2 pathway inhibition; A549 ARE-Fluc reporter, luciferase luminescence, 18-24 h; Potency, µM (highest dose often 46 µM), without a hit: top-dose activity change, negative = inhibition, usual class: inhibitors; hit rate 2.1% among 360,000; AID 504444; also: potency is read from the fitted curve at half-maximal effect; % is scaled to controls: 0 for no effect and ±100 for the full control effect; nearly all actives have a fitted effect of over 60% in size
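Quantitative HTS in A549 cells stably bearing an antioxidant response element-firefly luciferase construct. Inhibition of Nrf2-driven transcription was scored by luminescence after 18-24 h of compound exposure at 37 °C.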
Mm-Cpn inhibitor: blocks the Methanococcus maripaludis chaperonin Mm-Cpn | purified Mm-Cpn ATPase, ADP Transcreener TR-FRET | Potency, µM (doses to about 76.9 µM), for inactives: at the top dose activity, negative = inhibition, actives largely listed as inhibitors | hit rate 0.031% among 330,000 | AID 504842; also: potency is read from the fitted curve at half-maximal effect; % is scaled to controls: 0 for no effect and ±100 for the full control effect; nearly all actives have a fitted effect of over 80% in size
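Purified archaeal chaperonin (25 nM final) was preincubated with compound for 10 min at 37°C, then ATP (10 uM final) was added for 30 min at 37°C in Tris pH 7.4/KCl/MgCl2/DTT buffer. ADP was quantified by HTRF Transcreener TR-FRET.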
pAkt inh: blocks phosphorylation of Akt. Neuro2A IGF-stimulated pAkt S473 HTRF, 20 min; hits give low values. activity change, % for hits at 50 µM. hit rate 0.32% among 360,000. AID 651550; in the data active = activity change below about -80%; inconclusive = mostly about -51% to -80%; also: % is scaled to controls: 0 for no effect and ±100 for the full control effect
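Neuro2A cells (4,500/well, DMEM with 0.5% FBS) were treated with compound at a single 50 µM final concentration, stimulated with 6 nM IGF for 20 min at 37 °C, and lysed. Phospho-Akt Ser473 was read by HTRF as 665/615 ratio ×10^4.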
CCT chaperon mod: cytosolic chaperonin activity modulation; AID 651819; activity change, % (no concentration beside the values), hits read low; hit rate 0.3% among 360,000; purified chaperonin ATPase assay, HTRF ADP detection, 30 min; in the data active = activity change below about -30%; also: % is scaled to controls: 0 for no effect and ±100 for the full control effect
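First, chaperonin was dispensed at 40 nM or 20 nM final depending on batch activity. Next, compounds were pinned at 76 uM and ATP added at 10 uM. After 30 min at 37 °C, ADP detection reagents ran 30 min at ambient temperature.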
HepG2 tox: counter-screen for TGF-b inhibitors: cytotoxicity in HepG2 cells; HepG2 CAGA-GFP viability, ATP luminescence, 18 h; Potency, µM (highest dose often 46.1 µM), for the others: top-dose activity change, negative = cytotoxicity, hits mostly cytotoxic; hit rate 0.76% among 410,000; AID 588856; also: potency is read from the fitted curve at half-maximal effect; some results filed as inactive show a strong effect at the top dose
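HepG2 CAGA-GFP cells (1000/well, DMEM with 1% FBS) received compound, then TGF-beta at 500 pg/mL final, and were incubated 18 hours at 37 degrees C. Viability was read by CellTiter-Glo luminescence. Media-only wells were set as complete cell-killing and DMSO as no toxicity.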
ATXN viability: cell viability loss in ATXN counter-screen; S2 cells (HEK-293 line with an ATXN2-luciferase reporter) viability, CellTiter-Fluor protease fluorescence, 24 h; Potency, µM (titrated, usually from 56.7 µM), most hits filed as cytotoxic; hit rate 0.49% among 400,000; AID 651635; also: potency is read from the fitted curve at half-maximal effect; nearly all actives have a fitted effect of over 40% in size
A549 tox: counter-screen for Nrf2 inhibitors: cytotoxicity in A549 cells; A549 ARE-Fluc cells, CellTiter-Fluor viability, 18-24 h; Potency, µM (titrated, usually from 46 µM), without a hit: at the highest dose activity change, negative = cytotoxicity, actives largely listed as inhibitors; hit rate 0.16% among 390,000; AID 504648; also: potency is read from the fitted curve at half-maximal effect; % is scaled to controls: 0 for no effect and ±100 for the full control effect
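Cytotoxicity counterscreen: CellTiter-Fluor fluorescence was measured in A549 ARE_Fluc cells after 18-24 h of compound exposure in a concentration series. The subsequent BugLite luminescent read reports ARE-luciferase activity.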
* hit, by the source's call; i = inactive; ? = inconclusive; nt = no result given. Unless noted, calls follow the shape of the dose curve; as a rule, active = well fitted curve in the direction sought with a large enough effect; inconclusive = small, poorly fitted or top-dose-only effect, or another doubt; inactive = no such curve, though single readings can be large; an effect the other way counts as inactive or inconclusive. These rows are one share of the data (hit frequency here may not be typical).

SMILES,pAkt inh,Mm-Cpn inhibitor,Nrf2 ARE act,TGFb SMAD3 inh,HepG2 tox,A549 tox,CCT chaperon mod,Nrf2 inh,ATXN viability
COc1ccccc1N=Cc1c(O)n(C)c(=O)n(C)c1=O,i,-1%,1.1%,-15%,-11%,-11%,0.0,12%,i
CC(=O)O[C@H]1CC[C@]2(C=O)C3CC[C@]4(C)[C@@H](C5=CC(=O)OC5)CC[C@]4(O)C3CC[C@]2(O)C1 (some centres not stated),nt,nt,nt,11µM*,-34%,-25%,nt,0.26µM*,nt
COc1ccc(CCNCc2ccncc2)cc1OC,i,0%,0.4%,12%,-7%,-3%,-3.2,12%,i
O=[N+]([O-])c1c(Cl)c(Cl)c(Cl)c(Cl)c1Cl,i,nt,-0.6%,-1%,-1%,8%,-0.3,4%,i
O=C(O)[C@H]1C[C@@H]1[C@H](NP(=O)(c1ccccc1)c1ccccc1)c1ccccc1,i,0%,0.4%,3%,-18%,4%,-1.3,-8%,i
Cc1ccc(C(C)(C)C)c(OCC(=O)Nc2ccc(Cl)cc2C(=O)c2ccccc2)c1,nt,nt,0.3%,23%,1%,8%,nt,-5%,i
CN1C2CCC1/C(=C/c1ccccn1)C(=O)/C2=C\c1ccccn1,i,0%,-2.6%,2.8µM*,10µM*,7.3µM*,0.6,5.8µM*,?
Cc1cc(C)n2nc(SC(C)C(=O)N3CCC4(CC3)OCCO4)nc2n1 (configuration not stated),i,-1%,0.0%,-18%,-2%,3%,-0.3,9%,i
CN1CCN(Cc2cc(C(C)(C)C)c(O)c(C(C)(C)C)c2)CC1,i,-1%,0.2%,5%,8%,3%,-3.1,-8%,i
O=C(Cn1cnc2ccccc2c1=O)NCC(=O)N1CCC2(CC1)OCCO2,i,1%,-0.8%,-1%,0%,2%,-1.6,nt,i
CN(C)C(=O)Oc1ccc2c(c1)O/C(=C\c1cccc(Cl)c1)C2=O,i,-2%,15%,-1%,6%,0%,-0.5,?,i
CN(C)Cc1c[nH]c2cc([N+](=O)[O-])ccc12,i,nt,0.3%,6%,0%,-13%,-1.1,0%,?
COC(=O)C1=C(c2cccc(OCc3ccccc3)c2)C[C@@H]2CC[C@H]1N2C(=O)NC1CCN(Cc2ccccc2)CC1,i,-2%,5.2%,?,13µM*,?,-0.5,-5%,nt
COc1ccccc1NC(=O)COC(=O)c1cc(C)n(C2CC2)c1C,i,-1%,1.8%,18%,-1%,15%,-4.7,30%,i
CCN(CC)c1ccc([N+](=O)[O-])c2cccnc12,i,4%,3.6%,9%,1%,-18%,-3.1,-26%,i
Cc1ccc(OP(=O)(NC(C)c2ccccc2)Oc2ccc(C)cc2)cc1 (configuration not stated),i,-3%,4.2%,?,-39%,-1%,0.0,-27%,?
COc1cccc(CN2C(=O)C3(SCC(=O)N3c3ccc(C)c(Cl)c3)c3ccccc32)c1 (configuration not stated),nt,nt,7.8%,5%,-4%,7%,nt,?,i
CCOC(=O)[C@]12Cc3cc(C)ccc3[C@H]1N(Cc1ccccc1)C(=O)c1cc(OC)ccc12,i,nt,-3.0%,nt,nt,nt,-0.7,nt,32µM*
C/C(=N/O)c1ccc2ccc3ccccc3c2c1,i,nt,12%,?,-14%,17%,-2.5,?,i
O=C1CC(c2c(F)cccc2Cl)c2c(c3ccccc3oc2=O)O1 (configuration not stated),nt,nt,-1.2%,-14%,12%,1%,nt,0%,i
O=C(COc1ccc(Br)cc1)N1CCN(Cc2ccncc2)CC1,i,-4%,-0.4%,27%,-5%,-1%,0.2,nt,i
O=C1CC(=O)N(c2ccccc2)C(=O)N1,i,nt,-0.2%,?,-18%,3%,-0.4,14%,i
COC(=O)C1=C(c2c(C)noc2C)C[C@@H]2CC[C@H]1N2C(=O)NCc1ccc2c(c1)OCO2,i,1%,-0.3%,-30%,-2%,-3%,0.0,-8%,i
COC(=O)c1sc(NC(=O)/C=C/c2ccc(OC)c(OC)c2)c(C(=O)OC)c1C,nt,nt,0.5%,1%,1%,2%,nt,?,i
C=CCn1c(O)c(C(C)=NCCCN(C)C)c(=O)[nH]c1=O,i,1%,0.2%,15%,2%,4%,-2.4,2%,i
CN(C)c1ccc(C2C3C=CC(C3)C2(C#N)C(=O)O)c(Br)c1 (configuration not stated),i,0%,-0.2%,4%,0%,0%,-1.0,7%,i
CCOc1ccc(NC(=O)C2C3c4ccccc4C(c4ccccc43)C2C(=O)O)cc1 (configuration not stated),i,0%,-0.5%,4%,-2%,-16%,-1.6,4%,i
OC1(c2cccnc2)CC2CCC(C1)N2Cc1nnnn1Cc1ccccc1 (configuration not stated),i,1%,-0.4%,20%,2%,-5%,3.2,-2%,i
O=C(C1CCCCC1)N1CCC(c2nc3c(nnn3Cc3c(F)cccc3Cl)c(=O)[nH]2)CC1,i,-1%,-0.5%,-13%,-25%,-12%,1.4,-10%,?
CC(Cc1ccc(O)cc1)NCC(O)c1ccc(O)c(O)c1 (configuration not stated),i,nt,-0.1%,-2%,1%,nt,0.4,nt,i
Cn1c(O)c(/C=N/c2ccccn2)c(=O)n(C)c1=O,i,3%,-0.2%,1%,1%,-2%,0.3,2%,i
Cc1c(C(=O)Nc2ccccc2)c2cc(O)ccc2n1Cc1ccccc1,i,0%,4.5%,-2%,6%,-6%,-2.6,11%,i
C[C@@H]1CN([C@@H](C)CO)C(=O)CCCn2nncc2CO[C@@H]1CN(C)C(=O)Oc1ccc2ccccc2c1,i,nt,3.4%,-13%,-1%,nt,-7.0,nt,?
COC(=O)c1ccccc1OP(=O)(c1cccc([N+](=O)[O-])c1)c1cccc([N+](=O)[O-])c1,i,-20%,-1.8%,-17%,14%,4%,-5.0,1%,i
c1cc2c(cc1N1CCCCC1)CNCc1cnnn1-2,i,nt,-1.2%,1%,5%,nt,-2.8,nt,i
O=C(NC[P+](=O)O)OCc1ccccc1,i,1%,0.0%,7%,6%,0%,1.9,11%,i

Limited to Nrf2 ARE act, pAkt inh and Nrf2 inh, for some of the entries so far:
| structure | Nrf2 ARE act | pAkt inh | Nrf2 inh |
| --- | --- | --- | --- |
| OC1(c2cccnc2)CC2CCC(C1)N2Cc1nnnn1Cc1ccccc1 (configuration not stated) | -0.4% | i | -2% |
| O=C(C1CCCCC1)N1CCC(c2nc3c(nnn3Cc3c(F)cccc3Cl)c(=O)[nH]2)CC1 | -0.5% | i | -10% |
| CC(Cc1ccc(O)cc1)NCC(O)c1ccc(O)c(O)c1 (configuration not stated) | -0.1% | i | nt |

(listing goes on)
SMILES,pAkt inh,Mm-Cpn inhibitor,Nrf2 ARE act,TGFb SMAD3 inh,HepG2 tox,A549 tox,CCT chaperon mod,Nrf2 inh,ATXN viability
NC(=O)c1ccc(NC(=O)COC(=O)C2(c3ccccc3F)CCCC2)cc1,i,0%,0.7%,-31%,-36%,0%,-3.0,?,i
CCC1CCCCN1CC(=O)c1ccc(OC(F)F)cc1 (configuration not stated),i,2%,3.1%,-7%,-5%,0%,-0.9,4%,i
Cc1[nH]ccc2c1[nH]c1cc(=O)ccc12,i,-4%,-0.4%,0%,-41%,-5%,2.2,?,i
COC(=O)C12OCC34C(CC5C(C)=C(O)C(=O)CC5(C)C3C(O)C1O)OC(=O)C(OC(=O)/C=C(\C)C(C)C)C24 (configuration not stated),i,nt,-1.6%,-22%,14%,0.29µM*,-2.1,0.058µM*,?
O=[N+]([O-])c1ccc(C[n+]2c(-c3ccccc3)cc(-c3ccccc3)cc2-c2ccccc2)cc1,i,0%,-1.1%,15%,-2%,-1%,1.4,1%,i
CCOc1ccc(C(=O)N2CCC(c3noc(-c4ccc(S(=O)(=O)N5CCCC5)cc4)n3)CC2)cc1,nt,nt,-0.7%,?,-8%,-17%,nt,15µM*,nt
Cc1ccc(-n2c(/C=C/c3ccc(Br)s3)nc3ccccc3c2=O)cc1,nt,nt,-0.8%,?,-25%,-30%,nt,nt,nt
COC(=O)C1=C(c2ccc(F)cc2F)C[C@@H]2CC[C@H]1N2C(=O)N1CCC(O)CC1,i,4%,0.0%,-9%,1%,0%,1.6,7%,i
O=C1C2CCN(CC2)[C@@H]1Cc1ccc2ccccc2c1O,nt,3%,5.2%,19%,4%,-4%,-0.8,2%,i
COc1cccc(N=Nc2c(O)[nH]c(=S)[nH]c2=O)c1,i,-3%,26%,-1%,22%,-28%,4.1,3%,?
COc1cccc(C2(C#N)CCN(C)CC2)c1,i,-7%,-0.2%,-7%,0%,6%,-1.8,0%,i
Cc1cc(C)cc(NC2=NCCCS2)c1,i,-2%,-0.1%,7%,-5%,-3%,2.3,?,i
CC(=O)N1CCN(c2ccc(N=Cc3c(O)n(-c4ccc(Cl)cc4)c(=O)[nH]c3=O)cc2)CC1,i,-1%,-0.2%,8%,-10%,-5%,-0.6,nt,i
Cn1c(=O)c2nncnc2n(C)c1=O,i,3%,-0.6%,0%,-5%,-9%,-3.8,-9%,i
Cc1nc2c(C(=O)N3CCC4(CC3)OCCO4)cnn2c(C)c1Cc1cccc(Cl)c1,i,1%,7.1%,-19%,-25%,0%,-1.2,14%,i
CCN1C(=O)NC(=O)/C(=C/c2cc(C)n(-c3sc(C)c(C)c3C#N)c2C)C1=O,i,-1%,5.2%,-19%,-18%,2%,-1.1,3%,i
CCOC(=O)c1ccc(-[n+]2c(-c3ccccc3)cc(-c3ccccc3)cc2-c2ccccc2)cc1,i,1%,-0.4%,?,-41%,-1%,-4.1,-24%,?
